Assay outcomes: PubChem BioAssay, several laboratories
zVAD death inh: L929 zVAD cell death inhibition. L929 zVAD necroptosis rescue, ATP luminescence, 24 h; with zVAD 60 µM. 220,000 compounds, 0.38% hits. viability rescue, % at 10 µM;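 active means activation, scaled between plate controls, above about 75%, limit read from the data; inactive means activation under that limit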;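 further: 0% = zVAD with DMSO and 100% = DMSO alone without zVAD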
TNF death inh: TNF-alpha cell death inhibition in Jurkat FADD-/- cells; 220,000 compounds, 0.068% hits; activation (protection from cell death), % at 10 µM; AID 463075; Jurkat FADD-/- TNF necroptosis rescue, ATP luminescence, 24 h; 0 = TNF only, 100 = no-TNF cells;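 active means activation, meaning protection from cell death, of at least 50% relative to plate controls; inactive means activation below 50%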;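 further: necroptosis triggered by 40 ng/mL TNF-alpha added together with compound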
PGE2 EP2 inh: inhibitors of human EP2 prostaglandin E2 receptor | P43116 | C6 glioma cells expressing human EP2, cAMP TR-FRET; cells stimulated with saturating PGE2 | inhibition, % at 25 µM | 260,000 compounds, 0.52% hits | AID 1422;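 active means percent inhibition above 40 after rounding to a whole number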;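 further: rat C6 glioma host cells with rolipram phosphodiesterase inhibitor present; the protocol text gives 20 µM as final concentration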
Target sequence (P43116 whole entry, looked up): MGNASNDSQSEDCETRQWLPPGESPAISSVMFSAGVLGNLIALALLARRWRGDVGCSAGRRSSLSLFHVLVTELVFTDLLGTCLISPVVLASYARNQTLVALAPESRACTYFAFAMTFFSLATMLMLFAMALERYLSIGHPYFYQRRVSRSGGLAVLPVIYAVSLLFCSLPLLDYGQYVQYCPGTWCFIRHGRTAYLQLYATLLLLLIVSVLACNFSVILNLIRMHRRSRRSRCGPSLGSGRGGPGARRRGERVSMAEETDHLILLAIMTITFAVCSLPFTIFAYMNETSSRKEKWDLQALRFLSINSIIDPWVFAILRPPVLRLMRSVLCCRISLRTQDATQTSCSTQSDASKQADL
Tb hexokinase: blocks Trypanosoma brucei hexokinase 1 activity. recombinant TbHK1, G6PDH-coupled NADH A340. inhibition, % at 10 µM. 220,000 compounds, 0.11% hits. AID 1430;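 active means inhibition of 50% or more in the single-dose primary screen; inactive means inhibition below 50%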
PPC-1+TRAIL kill: compounds killing PPC-1 cancer cells with TRAIL present (potentiator screen, no TRAIL-free arm); PPC-1 cells + TRAIL, ATPLite viability luminescence; cell killing (% activity), % at 4 µM; 220,000 compounds, 0.41% hits; AID 1443;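 active means cell killing above 50% in the first pass at 4 µM, then a duplicate retest at 5 µM averaging 50% or more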;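 further: plate controls were cells with TRAIL plus DMSO for no effect and medium-only wells lacking cells for full effect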
FXIa inh: factor XIa (human) inhibition; purified FXIa, Boc-Glu-Ala-Arg-AMC fluorogenic substrate; inhibition, % at 5 µM; 220,000 compounds, 0.14% hits; AID 798;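 active means inhibition of at least 40%; inactive means inhibition below 40%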;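 further: fluorescence of freed AMC excited at 355 nm; 0% = enzyme without compound and 100% = no enzyme blank; many of its hits are not listed in these tables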
CHOP inhibitor: inhibitors of CHOP induction in ER stress response. CHO-K1 CHOP-promoter luciferase, tunicamycin-induced, 15-18 h. inhibition, % at 10 µM. 220,000 compounds, 3.8% hits. AID 2732;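 active means compounds that reduced the stress-induced luciferase reporter signal by more than about 70% of percent inhibition, limit read from the data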;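 further: 0% = tunicamycin plus vehicle and 100% = wells without tunicamycin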
Wee1 degr inh: blocks degradation of human Wee1 kinase; P30291; HeLa Luc-Wee1K328M stability, luciferase luminescence; 100% = proteasome inhibitor MG132 effect; reporter increase, % at 5 µM; 220,000 compounds, 1.2% hits; AID 1321;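 active means activation above the mean of all tested compounds plus 3 SD, set per screening run, cut at about 8.8% in these data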;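 further: cells exposed to compound for 20 h before luminescence read; 0% = DMSO alone and 100% = MG132 at 30 µM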
Target sequence (P30291 whole entry K328M): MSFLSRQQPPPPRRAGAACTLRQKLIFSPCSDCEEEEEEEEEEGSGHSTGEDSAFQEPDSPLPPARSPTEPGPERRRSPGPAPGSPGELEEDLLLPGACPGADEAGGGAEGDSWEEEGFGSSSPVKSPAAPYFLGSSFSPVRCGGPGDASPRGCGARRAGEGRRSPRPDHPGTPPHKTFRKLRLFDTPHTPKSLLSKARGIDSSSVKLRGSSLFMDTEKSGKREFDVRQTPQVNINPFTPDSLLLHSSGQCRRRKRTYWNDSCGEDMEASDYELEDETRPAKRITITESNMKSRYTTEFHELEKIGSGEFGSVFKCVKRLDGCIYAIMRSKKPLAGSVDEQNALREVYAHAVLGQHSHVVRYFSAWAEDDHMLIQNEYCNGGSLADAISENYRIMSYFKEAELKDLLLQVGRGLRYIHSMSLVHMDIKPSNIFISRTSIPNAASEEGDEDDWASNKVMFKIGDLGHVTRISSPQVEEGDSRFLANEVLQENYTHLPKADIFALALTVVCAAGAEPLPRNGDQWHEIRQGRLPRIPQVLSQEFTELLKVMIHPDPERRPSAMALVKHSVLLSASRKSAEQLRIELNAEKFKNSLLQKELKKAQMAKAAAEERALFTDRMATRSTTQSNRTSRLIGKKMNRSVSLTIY
FXIIa inh 1536: factor XIIa (human) inhibition; AID 800; P00748; inhibition, % at 5 µM; purified FXIIa, Boc-QGR-AMC fluorogenic substrate, 2 h; 220,000 compounds, 0.3% hits; in the data active means inhibition above about 40%;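 further: 0% = enzyme with no compound and 100% = blank without enzyme; many of its hits are not listed in these tables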
Active calls of the source: *; . = no result given; & = joins results of further samples.

SMILES	PPC-1+TRAIL kill	TNF death inh	Tb hexokinase	PGE2 EP2 inh	zVAD death inh	FXIIa inh 1536	Wee1 degr inh	CHOP inhibitor	FXIa inh
CCc1cc2cc3c(cc2nc1SCC(=O)Nc1cc(C)on1)OCO3	21.9	-2.2	0.7	17.1&22.3	-0.3	12.7	-0.6	95.1*	5.4
Cc1cc(C(=O)COc2ccccc2Cl)c(C)n1-c1ccc2c(c1)OCO2	-7.2	-1.1	4.5	4.9	0.5	28.1	1.7	18.7	25.6
O=C(Nc1cccc([N+](=O)[O-])c1)c1ccc(CN2CCOCC2)cc1	47.2	1.7	-2.1	3.7	1.7	3.8	5.4	-17.6	7.1
O=C(/C=C/NCC(=O)c1ccccc1)c1ccc(Br)cc1	2.8	1.6	-10.7	6.3	0.9	11.7	1.9	-12.1	2.6
CC1c2nc3ccccc3n2C(CC(=O)NCc2ccccn2)C(=O)N1Cc1ccccc1 (stereo unspecified)	2.7	3.3	2.6	5.8	2.0	7.7	3.5	37.0	1.7
CCN(CC)S(=O)(=O)c1cccc(NN=c2c(=O)c3ccccc3c2=O)c1	6.2	-4.4	-10.1	8.2	1.3	6.1	-1.3	-6.8	3.5
CC(=O)Cc1ccccc1OC(=O)c1ccco1	5.8	0.2	7.9	3.2	1.0	-0.3	2.2	10.6	-6.7
CC(=O)Nc1ccc(S(=O)(=O)NCc2ccc(C(=O)NCCN3CCCCCC3)cc2)cc1	.	0.6	4.6	6.2	0.9	-3.4	2.3	23.6	-4.2
COC(=O)C1=C(C)NC(C)=C(C(=O)OC)C1c1cn(-c2ccccc2)nc1-c1ccco1	1.8	-3.8	-7.2	5.8	-0.1	15.2	0.4	5.8	3.7
Cc1nc2ncnn2c(C)c1CCC(=O)N1CCc2ccccc2C1	1.8	-0.2	7.1	9.4	-0.2	-2.2	-2.2	-2.4	-13.1
CC(C)C[C@H](NC(=O)c1[nH]cnc1C(=O)N[C@@H](C)c1ccccc1)C(=O)OC(C)(C)C	6.0	2.8	9.6	11.1	1.2	2.6	-1.2	13.1	-2.1
Nc1nonc1-n1nnc(C(=O)N/N=C/c2ccccc2Cl)c1CSc1ccccc1	-4.3	4.0	-1.4	10.7	3.5	10.0	2.6	4.5	2.5
CCC(=O)N1CCN(c2ccccc2NC(=O)c2ccc(OC)c(Cl)c2)CC1	-2.5	-2.3	-14.7	15.9	0.0	-5.2	0.9	7.9	-11.4
CN(C(=S)Nc1ccc(F)cc1)C1(c2ccccc2Cl)CCCCC1=O (stereo unspecified)	7.4	-0.2	-1.5	3.2	-0.2	3.3	-0.5	24.3	-6.5
O=C(Nc1ccc2nc(C3CC3)n(Cc3ccc(F)cc3)c(=O)c2c1)c1ccco1	10.0	-2.9	-13.3	29.4	2.8	11.9	-0.6	-18.3	2.7
O=S1(=O)N=C(N/N=C/c2ccccn2)c2ccccc21	2.9	-9.6	-22.6	4.6	0.1	-6.0	-4.2	50.9	-4.5
CC(=O)NCCCc1c[nH]c2ccc(Cl)cc12	7.1	-3.8	-2.1	5.5	-0.2	11.4	2.8	27.4	-5.0
Cc1cc(NC(=O)COC(=O)COc2cccc3c2OC(C)(C)C3)no1	-3.1	-0.4	4.8	16.5	0.1	18.9	-5.9	29.7	4.8
CC(C)COC(=O)c1cc(-c2ccc(/C=N/n3cnnc3)o2)ccc1Cl	-5.3	-3.2	-6.4	12.8	0.1	-1.7	-2.5	16.4	-6.5
O=C(c1cc([N+](=O)[O-])cc([N+](=O)[O-])c1)N(c1ccccn1)c1ccccn1	16.1	2.3	-4.8	7.6	-0.1	4.8	-3.7	-0.7	-8.0
CC(/C=N/n1c(-c2ccco2)n[nH]c1=S)=C\c1ccccc1	10.2	-0.3	-7.3	5.6	1.9	0.1	1.5	25.0	2.8
Cc1ccc(NC(=O)c2ccn(C)n2)c(Br)c1	34.8	-1.4	-4.9	9.2	1.1	14.0	4.1	25.7	3.0
CCOC(=O)CCCCC(=O)c1[nH]c(=O)[nH]c1CSc1nnc2c3ccccc3n(C(C)C)c2n1	17.6	1.6	-1.9	-1.7	0.4	10.2	1.8	40.1	-1.7
N#CNC(N)=Nc1cccc(Cl)c1	-2.5	-2.1	3.3	11.0	-0.2	6.3	1.4	10.9	-5.9
O=C(COc1ccccc1)NC1=NCCS1	1.2	-0.3	-6.2	19.6	-0.3	1.0	1.7	14.6	-14.8
O=C(CCl)Nc1ccc(N=Nc2ccccc2)cc1	27.6	0.9	-24.3	5.9	0.7	6.7	-0.6	102.5*	4.2
CC(C)(C)CC(C)(C)NC(=O)CSCC(=O)Nc1ccc2ccccc2c1	-0.5	2.6	5.6	3.6	1.6	18.5	-0.1	62.0	12.7
O=C1COc2ccc(C(=O)c3ccccc3C(=O)NCc3ccco3)cc2N1	-3.2	-6.6	-2.0	11.8	0.5	6.9	-0.9	21.2	1.7
C=CCn1c(SCC(=O)N2CCCCC2)nnc1-c1ccncc1	14.0	-0.2	5.7	2.8	1.9	11.8	2.7	-13.4	13.6
CC(Nn1cnnc1)c1cc(Cl)ccc1O (stereo unspecified)	12.0	1.0	-0.7	4.8	-0.2	5.1	4.3	-5.9	-0.8

Entries listed above shown as hits in CHOP inhibitor:
SMILES | Tb hexokinase | FXIIa inh 1536 | Wee1 degr inh | CHOP inhibitor | FXIa inh
CCc1cc2cc3c(cc2nc1SCC(=O)Nc1cc(C)on1)OCO3 | 0.7 | 12.7 | -0.6 | 95.1* | 5.4
O=C(CCl)Nc1ccc(N=Nc2ccccc2)cc1 | -24.3 | 6.7 | -0.6 | 102.5* | 4.2

Part of the list above, with values under each structure.
Value order – PPC-1+TRAIL kill	TNF death inh	Tb hexokinase	PGE2 EP2 inh	zVAD death inh	FXIIa inh 1536	Wee1 degr inh	CHOP inhibitor	FXIa inh
Nc1nonc1-n1nnc(C(=O)N/N=C/c2ccccc2Cl)c1CSc1ccccc1
 : -4.3	4.0	-1.4	10.7	3.5	10.0	2.6	4.5	2.5
CCC(=O)N1CCN(c2ccccc2NC(=O)c2ccc(OC)c(Cl)c2)CC1
 : -2.5	-2.3	-14.7	15.9	0.0	-5.2	0.9	7.9	-11.4
CN(C(=S)Nc1ccc(F)cc1)C1(c2ccccc2Cl)CCCCC1=O (stereo unspecified)
 : 7.4	-0.2	-1.5	3.2	-0.2	3.3	-0.5	24.3	-6.5

Following part
SMILES	PPC-1+TRAIL kill	TNF death inh	Tb hexokinase	PGE2 EP2 inh	zVAD death inh	FXIIa inh 1536	Wee1 degr inh	CHOP inhibitor	FXIa inh
O=C(NCC1c2ccccc2CCN1C(=O)CN1CCOCC1)C1CCCCC1 (stereo unspecified)	1.5	0.0	-1.1	19.1	1.0	15.5	-1.4	-13.8	1.6
CCOc1ccc(CN2CCN(Cc3cn(CC)nc3C)CC2CCO)cc1 (stereo unspecified)	12.2	0.8	-2.6	2.3	0.1	4.5	4.3	4.1	-3.2
CCn1nnnc1NCc1ccc(N2CCCC2)cc1	-8.2	-0.1	-10.4	8.1	2.2	10.5	-0.5	3.2	14.3
Cc1ccc2oc(-c3cc(NC(=O)c4ncn[nH]4)ccc3O)nc2c1	30.4	-0.9	11.7	7.8	0.0	9.3	1.0	9.6	5.4
COc1ccc(CCNC(=O)CSC(=O)c2ccccc2)cc1OC	16.8	0.5	-9.7	7.7	2.5	5.4	-1.6	-10.9	-1.5
O=C(CCl)N1c2ccccc2OCC1c1ccccc1 (stereo unspecified)	0.0	-15.1	-0.8	12.8	90.1*	5.9	-0.9	106.0*	-4.0
COc1cccc(NC(=O)CSc2nnc(-c3ccoc3C)n2CC2CCCO2)c1 (stereo unspecified)	10.1	0.0	4.8	10.2	-0.1	-5.8	2.5	18.2	-8.2
O=C(O)c1ccc(NC(=O)C2(c3ccccc3)CCCC2)cc1	-0.9	3.4	-3.5	8.4	0.9	0.3	1.7	9.8	2.7
COc1ccccc1OCC(=O)Nc1nnc(-c2ccco2)s1	15.3	2.0	-4.8	.	0.2	13.5	-0.1	-17.6	3.7
O=C1CC(c2ccc(F)cc2)Cc2nc(NCC3CCCO3)ncc21 (stereo unspecified)	-24.7	-0.9	-3.7	4.8	-0.1	0.2	0.4	24.1	-2.9
COCCCNC(=S)NC1CC2CCC(C1)N2Cc1ccccc1 (stereo unspecified)	.	0.0	11.6	9.6	-0.8	7.8	1.9	7.8	2.2
O=C(NCc1ccc(F)cc1)C1CCN(S(=O)(=O)N2CCOCC2)CC1	-4.9	0.7	-3.8	3.0	1.0	13.3	-2.3	-11.2	4.3
Cc1cc(C)n(-c2c(F)c(F)c(CN3CCCCC3)c(F)c2F)n1	9.9	1.3	-0.9	10.6	2.0	13.1	5.0	-0.4	3.1
CCOC(=O)c1ccccc1NC(=O)c1c(O)c2ccccc2n(CC)c1=O	2.7	-1.7	-16.7	9.8	-0.2	-6.1	-1.5	41.6	0.1
O=C(NCc1ccco1)C1CCN(c2nc3ccccc3n2Cc2ccc(F)cc2)CC1	-4.3	-1.5	-14.0	10.2	-0.2	5.7	1.3	0.8	-2.0
O=C(O)CCNc1cc2ccccc2cc1C(=O)O	12.3	-0.1	-1.9	13.3	-0.1	14.5	-0.3	18.3	-5.8
COc1ccc(NC(=O)COC(=O)CC2CC3CCC2C3)c([N+](=O)[O-])c1 (stereo unspecified)	3.1	0.7	-1.6	6.6	0.1	6.7	-1.1	39.2	5.6
O=C(O)C1C2C=CC(C2)C1C(=O)NC1CCS(=O)(=O)C1 (stereo unspecified)	12.8	-2.4	0.4	10.0	-0.1	14.6	3.2	12.0	1.3
NS(=O)(=O)c1ccc(NC(=O)COc2ncnc3sccc23)cc1	-18.6	1.6	-2.2	4.5	0.1	14.5	1.6	1.4	8.7
Cc1ccc(C(=O)NNc2cc(N3CCCC3)nc(N3CCCC3)n2)cc1	-0.1	-7.1	3.5	18.3&0.6	-0.1	17.1	0.1	38.2	6.8
CC(=O)N(C)c1cccc([N+](=O)[O-])c1	2.0	-0.4	-2.3	8.8	-0.8	5.4	-2.4	3.1	2.8
Cc1nonc1C(=O)N/N=C/c1ccc(O)cc1O	.	-9.0	-16.8	6.8	3.3	9.4	-2.3	65.8	-2.2
O=C(CN1C(=O)NC2(CCCc3ccccc32)C1=O)NCc1ccco1 (stereo unspecified)	11.5	0.2	-1.0	10.0	1.1	27.2	-2.8	-10.6	5.8
Cc1nc2ccccc2c(C)c1C(=O)c1ccccc1	6.9	0.6	6.5	4.1	0.6	4.3	-2.5	14.7	-2.7
Cc1cc2sc(C(=O)O)c(C)c2s1	6.0	-0.2	6.7	18.6	-0.3	8.4	1.9	13.5	3.0
CCOC(=O)C1(Cc2cccc(F)c2)CCN(C(=O)C2CCCO2)CC1 (stereo unspecified)	-4.8	-0.5	-1.2	6.3	1.5	2.6	-0.8	-5.1	-2.4
CCOC(=O)C(NC(=O)NCc1ccccc1)(OCC)C(F)(F)F (stereo unspecified)	16.3	1.8	0.9	10.3	0.3	6.0	3.0	28.9	2.8
Clc1ccc(-c2csc(-c3cccnc3)n2)s1	14.7	0.8	-7.4	8.4	0.8	9.4	-4.3	14.3	-0.5
CC(C)c1ccc(/C=N/NC(=O)CC(=O)NCc2ccccc2)cc1	12.2	0.2	2.0	6.7	2.0	6.1	-0.4	11.4	-5.6

Some of the compounds tested, so the mix of outcomes need not match the whole.
